sEH act: increases human soluble epoxide hydrolase activity. P34913. purified human sEH enzymatic activity, activator screen. activation, % at 2 µM. 91,000 compounds, 0.04% hits. AID 717; in the data active = activation above about 37%; note: values of inactives mirror those of a sister screen read the other way
Target sequence (P34913 whole entry, looked up): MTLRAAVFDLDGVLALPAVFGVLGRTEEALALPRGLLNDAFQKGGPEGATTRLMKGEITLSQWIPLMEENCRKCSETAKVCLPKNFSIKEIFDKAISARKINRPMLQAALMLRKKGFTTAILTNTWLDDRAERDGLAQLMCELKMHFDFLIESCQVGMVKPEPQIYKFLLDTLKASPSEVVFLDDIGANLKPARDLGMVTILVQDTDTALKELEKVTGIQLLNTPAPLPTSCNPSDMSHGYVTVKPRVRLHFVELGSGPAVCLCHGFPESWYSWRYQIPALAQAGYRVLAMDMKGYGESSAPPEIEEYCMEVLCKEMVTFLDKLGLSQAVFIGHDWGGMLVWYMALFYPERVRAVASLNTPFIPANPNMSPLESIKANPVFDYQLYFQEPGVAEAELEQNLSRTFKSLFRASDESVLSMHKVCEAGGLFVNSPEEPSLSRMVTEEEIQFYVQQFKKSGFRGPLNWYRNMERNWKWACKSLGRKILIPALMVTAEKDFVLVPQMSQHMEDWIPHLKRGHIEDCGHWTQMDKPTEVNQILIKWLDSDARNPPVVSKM
PostGolgi ctrl: yeast control strain growth, post-Golgi counter-screen. efflux-deficient yeast background strain, growth absorbance A615, 16 h. inhibition, % at 10 µM. 98,000 compounds, 5% hits; in the data active = inhibition above about 30%
S1P2 antag: antagonists of human S1P2 receptor; cell-based S1P2 antagonist assay, inhibition at 5 uM; inhibition, % at 5 µM; O95136; 97,000 compounds, 0.21% hits; in the data active = inhibition above about 45%;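 note: CRE beta-lactamase reporter cells expressing human S1P2 stimulated with S1P; 0% = agonist at EC80 alone and 100% = agonist plus reference antagonist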
Target sequence (O95136 whole entry, looked up): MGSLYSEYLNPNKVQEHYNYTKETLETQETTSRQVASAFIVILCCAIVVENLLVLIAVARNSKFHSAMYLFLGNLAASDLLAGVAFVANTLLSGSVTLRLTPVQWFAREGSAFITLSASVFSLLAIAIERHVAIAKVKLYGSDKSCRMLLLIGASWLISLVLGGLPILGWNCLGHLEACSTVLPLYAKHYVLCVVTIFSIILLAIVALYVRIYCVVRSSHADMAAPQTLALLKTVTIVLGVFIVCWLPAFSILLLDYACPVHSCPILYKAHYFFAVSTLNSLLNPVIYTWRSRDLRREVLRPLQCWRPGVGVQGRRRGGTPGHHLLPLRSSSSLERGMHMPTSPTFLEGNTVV
sEH inh: inhibitors of human soluble epoxide hydrolase; P34913; recombinant human sEH enzymatic activity assay; inhibition, % at 2 µM; 91,000 compounds, 0.34% hits; AID 707; in the data active = inhibition above about 80%; note: values of inactives mirror those of a sister screen read the other way; many of its hits are not listed in these tables
S1P2 agonist: agonists of human S1P2 receptor | O95136 | S1P2-expressing cell line, agonist reporter read-out | activation, % at 4.5 µM | 97,000 compounds, 0.46% hits | AID 729; in the data active = activation above about 16%;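 note: 0% = vehicle low control and 100% = maximal reference agonist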
LYP act: activators of human LYP (PTPN22) phosphatase; recombinant LYP, DiFMUP fluorescence; 0 = plate median, 100 = signal doubled; Q9Y2R2; 96,000 compounds, 0.11% hits; AID 697; activation, % at 2 µM;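 active = activation at 2 µM above a set limit, the mean plus 5 SD, cut at about 37% in these data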
HUVEC prolif 384: inhibitors of human endothelial cell proliferation | viability, % at 10 µM (by protocol) | 86,000 compounds, 1.1% hits | HUVEC proliferation, CellTiter-Glo luminescence, 72 h; hits give low values;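 active = viability at or below 30%; inactive = viability above 30%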;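 note: 100% = median luminescence of DMSO-only cell control wells on each plate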
Lung fibro prol: blocks proliferation of human lung fibroblasts; LL 47 human lung fibroblast viability, ATP luminescence; hits give low values; AID 719; viability, % at 10 µM; 85,000 compounds, 1.1% hits;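 active = viability at or below 50% in the single dose screen; inactive = viability above 50%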;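 note: compound exposure lasted 72 h before the ATP readout; 100% = median luminescence of untreated cell-only wells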
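Test system: LL 47 human lung fibroblasts / Incubation: 72 h compound exposure at 37 °C after overnight plating / Technique: luminescent ATP detection, CellTiter-Glo / Compound dosing: 0.1% DMSO in all compound wells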
H69AR growth 86K: growth inhibitors of human H69AR lung tumor cells. 85,000 compounds, 6% hits. H69AR lung tumor viability, ATP luminescence, 72 h; hits give low values. viability, % at 10 µM;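 active = viability at or below 40%; inactive = viability above 40%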;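 note: multidrug resistant small cell line overexpressing MRP-1 efflux transporter; 100% = mean luminescence of untreated control wells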
* hit, by the source's call; nt = no result given.

Sequence of screens: sEH act	PostGolgi ctrl	S1P2 antag	sEH inh	S1P2 agonist	LYP act	HUVEC prolif 384	Lung fibro prol	H69AR growth 86K
O=C(NC1CCCCC1)N1CCCC(c2nc3ccccc3[nH]2)C1 (configuration not stated)
  -9.9	8.3	5.2	11.7	-5.5	-3.9	90.8	99.0	81.4
CC(=O)Nc1nc2c(c3c1c(=O)oc1ccccc13)CCCCC2
  -17.9	-0.9	4.5	19.0	1.9	13.1	97.7	102.6	95.7
COc1ccccc1C(=O)NCCc1nc2ccccc2[nH]1
  nt	-5.5	2.9	nt	-5.6	-7.8	101.6	105.5	92.8
COc1ccc(C2C(C(=O)c3cccs3)=C(O)C(=O)N2c2nnc(C)s2)cc1OC (configuration not stated)
  13.6	-1.1	-0.4	-15.0	-7.2	4.1	102.0	94.2	86.8
Cc1cc(C)cc(SCc2noc(C(=O)NCC3CCCO3)c2C(=O)O)c1 (configuration not stated)
  -18.8	4.6	10.5	23.4	-6.3	-2.8	nt	nt	nt
Cc1c(C(=O)Nc2cnccn2)oc2ccccc12
  -1.8	-0.6	-19.6	1.7	-2.0	-0.9	80.3	83.5	38.0*
CC(C)c1ccccc1N=C1SCCN1C1CCS(=O)(=O)C1 (configuration not stated)
  -10.9	7.3	6.5	8.9	-4.0	-11.0	96.7	93.0	89.3
O=C(Nc1ccc(-c2noc(COc3ccccc3Cl)n2)cc1)c1ccco1
  4.9	nt	-24.5	-4.2	-2.6	-8.8	35.0	98.9	29.3*
O=C(CC(c1ccccc1)c1ccccc1)NCCO
  20.6	2.0	-6.8	-20.4	-1.5	-3.1	100.5	89.6	100.2
O=C1CCCC2=C1C(c1cccs1)n1nc(SCc3ccccc3)nc1N2 (configuration not stated)
  7.3	14.9	13.1	-6.1	-7.5	-1.2	77.6	85.2	28.9*
Cc1nnc(SCC(=O)N2CCOCC2)c2ccccc12
  -13.1	-7.4	21.4	12.8	-1.7	4.3	89.6	100.2	92.0
C/C(=N\NC(=O)c1ccccc1)c1ccc2c(c1)OCO2
  -12.1	1.9	-4.8	13.8	-0.4	7.2	nt	nt	nt
Cn1nnnc1SCCOc1ccc(C#N)cc1
  3.4	2.4	8.6	-1.7	-2.0	7.9	99.9	95.3	97.0
CCNC(=O)NC(=O)C(C)SCc1ccccc1C (configuration not stated)
  -22.4	15.4	-2.2	24.0	-6.4	12.8	97.4	91.5	102.2
O=c1c2cc(Br)ccc2nc2n1CCCCC2
  4.4	-8.1	20.3	-2.6	-4.0	-13.6	103.3	102.3	103.7
CCCN(CCO)Cc1cccc(Cl)c1
  -3.6	2.8	10.9	4.2	-6.6	-0.9	96.5	104.9	77.0
CCOCC(=O)Nc1ccc2c(c1)OCCO2
  -5.2	3.7	12.9	3.7	-5.1	5.5	nt	nt	nt
CCCn1c(=O)c(C(=O)Nc2ccccc2C(=O)OCC)c(O)c2ccccc21
  nt	-9.3	nt	nt	nt	nt	116.3	101.2	82.3
Cc1ccc(/C=C/C(O)=C2/C(=O)N(C)C3(C)CC2c2ccccc2O3)cc1 (configuration not stated)
  2.9	44.4*	10.7	-2.2	-2.4	0.5	nt	nt	nt
O=C(NCCN1CCCCC1)c1ccc(=O)oc1
  11.8	2.9	-11.5	-13.8	2.5	-11.9	90.9	99.3	104.7
CCc1ccccc1-n1c(-c2ccncc2)n[nH]c1=S
  nt	7.7	nt	nt	nt	nt	101.2	101.2	81.9
c1nnc(NC2=NCCC2)s1
  0.3	-2.3	1.5	-6.2	-5.4	-7.9	92.5	105.3	94.2
COc1cc(NS(=O)(=O)c2ccc(NC(=O)C3CCCO3)cc2)nc(OC)n1 (configuration not stated)
  -1.5	10.1	6.0	2.8	-4.0	2.3	96.5	94.6	74.0
O=C(N1CCOCC1)C12CCC3CC(CC(C3)C1)C2
  nt	8.2	9.5	nt	-0.8	-0.3	98.2	97.9	91.9
CCOC(=O)c1nnc(-c2ccccc2)o1
  -5.9	7.1	-2.2	1.8	-2.7	3.6	101.8	103.0	89.0
COc1cccc(C(C#N)N2CCCCC2)c1O (configuration not stated)
  4.5	0.1	16.4	-5.8	-7.9	-5.2	93.9	90.9	90.4
COc1cccc(C(=O)/C=C/Nc2cc(C)ccc2O)c1
  16.9	9.1	8.6	-19.5	-7.6	10.9	69.4	90.6	8.9*
CC(=O)N1CCc2cc(S(=O)(=O)NCCC(=O)N3CCN(Cc4ccccc4)CC3)ccc21
  -8.9	9.6	-0.3	8.8	-2.1	-1.6	87.4	88.1	86.3
CC1Cc2cc(/C(O)=C3/C(=O)C(=O)N(CC4CCCO4)C3c3ccco3)ccc2O1 (configuration not stated)
  -3.9	15.2	-7.3	3.2	2.2	-3.7	97.1	94.0	95.1
O=C(NCc1ccco1)Oc1ccccc1
  2.1	1.9	-1.1	3.3	-9.1	1.0	91.0	100.1	97.6
Cc1ccccc1NC(=O)CSc1nc(COc2ccccc2)nc2ccccc12
  -23.2	4.1	-1.8	21.7	-13.9	-9.3	nt	nt	nt
COC(=O)C(NC(C)=O)(Nc1nc2ccc(C)cc2s1)C(F)(F)F (configuration not stated)
  6.5	4.3	-10.2	-5.0	-2.8	-1.6	96.5	96.2	88.2
CCOc1ccc(S(=O)(=O)N2CCN(c3ccc(OC)cc3)CC2)c2cccnc12
  1.1	1.5	-8.7	-2.4	0.3	1.6	96.2	96.2	34.8*
Cc1c(C(=O)O)oc2c1C(O)CCC2 (configuration not stated)
  -1.5	-0.3	-9.6	4.4	-4.5	1.9	107.6	106.1	96.1
Cc1ccc(C2CC(C(F)(F)F)n3nc(C(=O)NCc4ccco4)cc3N2)cc1 (configuration not stated)
  0.9	32.1*	3.1	-2.9	-6.0	-14.2	106.4	100.3	75.9
O=C(Nc1cccnc1)c1ccc2c(c1)C(=O)N(Cc1cccnc1)C2=O
  0.1	30.1*	2.8	3.4	-10.2	-1.0	95.8	97.0	82.0
COCC(=O)Nc1ccccc1C#N
  -7.8	-4.0	-0.3	10.5	-7.5	2.3	nt	nt	nt
O=C(Nc1ccc(F)c(F)c1)c1cc(S(=O)(=O)N2CCN(c3ccccn3)CC2)ccc1F
  5.3	30.0	-3.3	-8.5	-3.2	-11.3	89.3	95.3	56.3
Nn1c(SC/C=C/c2ccccc2)nnc1-c1ccncc1
  3.2	3.2	9.7	-0.6	-3.4	0.8	95.7	100.0	94.7
COCc1cc(=O)[nH]c(Nc2nc3ccc(C)cc3o2)n1
  5.3	12.8	-12.9	-6.0	-8.3	0.6	38.7	5.2*	21.4*
CC(C)C(=O)Nc1ccc(-c2nc3cccnc3o2)cc1
  13.7	3.5	13.2	-15.3	-2.2	-4.8	120.7	121.1	100.3
CCCCNC(=S)NNC(=O)C12CC3CC(CC(C3)C1)C2
  -4.7	15.0	-4.1	3.8	-1.5	-3.0	119.0	97.5	81.3
Cc1ccc(SC(C)c2nc(-c3ccncc3)no2)cc1 (configuration not stated)
  -7.8	15.9	-1.2	11.2	-2.4	-4.5	95.6	96.7	95.3
CC1CCCCN1S(=O)(=O)c1ccc2c(c1)CCN2C(=O)C1CCC1 (configuration not stated)
  nt	24.6	-13.7	nt	-2.3	-1.3	102.8	93.1	42.7
Cc1cc(NC(=O)CSc2nc3ccsc3c(=O)n2NC(=O)c2ccccc2)no1
  -3.7	nt	-2.6	7.1	-3.0	-0.8	102.6	104.2	103.1
COC(=O)C1C(O)=C(C=NC2CCCCC2)C(=O)CC1(C)C (configuration not stated)
  -5.7	13.1	11.1	6.6	-8.7	7.0	98.7	97.0	nt
O=C1CSC(c2ccccn2)N1Cc1cn2ccccc2n1 (configuration not stated)
  -2.2	8.2	16.2	1.1	-0.6	0.1	99.8	13.7*	93.7
O=C(NCCc1ccccc1)C1CCN(S(=O)(=O)N2CCC3(CC2)OCCO3)CC1
  -24.9	-1.4	-10.5	27.4	-4.8	0.0	88.9	91.9	98.4
CCOc1ccc(NC(=O)CN(Cc2ccccc2)S(C)(=O)=O)cc1
  2.0	nt	-16.1	0.6	-2.0	-1.0	111.3	104.0	93.4
O=C(Cn1c(=O)oc2cc(S(=O)(=O)N3CCCCCC3)ccc21)NC1CCCCCCC1
  -77.4	3.2	2.8	77.2	-4.7	-9.5	101.6	102.2	86.8
CC(C)(C)C(=O)CSc1nccc(=O)[nH]1
  nt	2.4	1.3	nt	-6.8	8.5	93.1	101.0	89.9
CCC(=O)N1CCc2cc(S(=O)(=O)CCC(=O)O)ccc21
  10.9	5.2	4.0	-11.5	-2.3	-4.7	91.1	99.9	90.4
CC1CCCCN1CCNC(=O)C1CCN(S(=O)(=O)N2CCCCC2)CC1 (configuration not stated)
  -3.9	5.2	11.7	3.2	-3.4	-1.1	93.9	99.1	97.1
CC1=CC(C)(C)N(S(=O)(=O)c2ccc(C)cc2)c2cc(C)ccc21
  19.1	24.5	-8.5	-26.1	3.9	5.9	44.0	52.1	34.5*
O=C(CCc1ccccc1)n1nc(-c2ccccc2)nc1NCc1ccco1
  19.5	nt	-18.3	-15.3	-3.5	-5.2	nt	nt	nt
CCC(CC)c1nc(NCCC(=O)O)c2ccccc2n1
  -3.6	0.9	-13.1	3.2	2.5	0.8	103.0	106.5	99.8
Cc1ccnc(SCCn2c(N3CC(C)CC(C)C3)nc3c2c(=O)n(C)c(=O)n3C)n1 (configuration not stated)
  nt	18.3	-3.8	nt	-0.2	6.6	99.3	98.8	64.1
CCCCC(c1nnnn1Cc1ccco1)N1CCN(C(=O)c2ccco2)CC1 (configuration not stated)
  14.2	2.0	3.2	-13.8	-1.4	9.1	90.4	96.6	86.3
COc1ccc(Cc2nnc(NC(=O)c3c(-c4ccccc4)noc3C)s2)cc1
  -9.3	19.3	-3.9	8.8	-9.1	-6.1	73.2	108.7	64.9
CCOc1ccc(OCC(=O)N2CCOCC2)cc1
  10.7	-1.8	-10.4	-7.9	-5.5	36.5	95.0	103.2	92.5

Some values from above.
LYP act with CCOc1ccc(NC(=O)CN(Cc2ccccc2)S(C)(=O)=O)cc1 : -1.0
Lung fibro prol with COCc1cc(=O)[nH]c(Nc2nc3ccc(C)cc3o2)n1 : 5.2*

More records.
Sequence of screens: sEH act	PostGolgi ctrl	S1P2 antag	sEH inh	S1P2 agonist	LYP act	HUVEC prolif 384	Lung fibro prol	H69AR growth 86K
COc1ccccc1N1CCN(c2cc(=O)n(-c3ccccc3Cl)c(=O)[nH]2)CC1
  -13.7	-5.0	-1.3	13.7	-2.8	-0.4	86.6	86.3	79.8
CC1(C)Cc2ccccc2-c2c1c(=O)n(Cc1ccccc1)c1nnnn21
  4.5	nt	-12.8	-4.6	-6.0	6.0	89.5	91.5	89.3
CCOC(=O)c1[nH]c(COC(=O)CCOc2ccccc2OC)c(C(=O)OCC)c1C
  16.3	6.4	1.8	-13.2	-2.5	-11.0	nt	nt	nt
Cc1ccc(NCc2nnc(SCC(=O)c3ccccc3)o2)c(C)c1
  9.3	4.5	6.8	-9.2	-4.0	3.4	90.1	85.8	77.3
COc1ccc(CCN2C(=NC(=O)CCC(=O)O)SC3CS(=O)(=O)CC32)cc1OC (configuration not stated)
  -0.1	2.8	7.4	1.3	-2.1	7.2	97.8	107.3	89.8

An excerpt of these results, with each value named:
> COc1cc(NS(=O)(=O)c2ccc(NC(=O)C3CCCO3)cc2)nc(OC)n1 (configuration not stated)
- sEH act: -1.5
- PostGolgi ctrl: 10.1
- S1P2 antag: 6.0
- sEH inh: 2.8
- S1P2 agonist: -4.0
- LYP act: 2.3
- HUVEC prolif 384: 96.5
- Lung fibro prol: 94.6
- H69AR growth 86K: 74.0
> O=C(N1CCOCC1)C12CCC3CC(CC(C3)C1)C2
- sEH act: nt
- PostGolgi ctrl: 8.2
- S1P2 antag: 9.5
- sEH inh: nt
- S1P2 agonist: -0.8
- LYP act: -0.3
- HUVEC prolif 384: 98.2
- Lung fibro prol: 97.9
- H69AR growth 86K: 91.9

Screens from PubChem.

Not all compounds are listed, so the mix of outcomes need not match the whole.
